FXIa inh 1536 – inhibitors of human coagulation factor XIa; P03951; purified FXIa, Boc-Glu-Ala-Arg-AMC fluorogenic substrate; inhibition, % at 5 µM; actives 0.14% (n = 220,000);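 active = inhibition of at least 40%; inactive = inhibition below 40%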;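 note: fluorescence of freed AMC excited at 355 nm; 0% = enzyme without compound and 100% = no enzyme blank; many of its hits are not listed in these tables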
Rad51 HR inh – Rad51 (human) homologous recombination inhibition | AID 1385 | actives 0.085% (n = 200,000) | hRad51 DNA strand exchange, fluorescence dequenching | inhibition, % at 10 µM;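 active = inhibition above 40% at the single screening dose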;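 note: 0% = DMSO control wells and 100% = blanks with heterologous ssDNA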
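Test system – preformed human Rad51 ssDNA filaments · Reagent – Donor/quencher-labelled 47-bp dsDNA substrate · Incubation – 37 °C 15-min filament assembly, 30-min compound preincubation, 15-min exchange · Signal – FRET fluorescence dequenching, excitation 485 nm, emission 520 nm · Read-out – percent inhibition from fluorescence, normalised to plate control and blank means · Benchmarks – plate control and blank wells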
hK5 inh – inhibitors of human kallikrein 5; Q9Y337; recombinant hK5, fluorogenic AMC substrate cleavage; inhibition, % at 5 µM; actives 0.59% (n = 210,000);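 active = inhibition of 40% or more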;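 note: 0% = enzyme controls without compound and 100% = no-enzyme blanks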
zVAD death inh – blocks zVAD induced death of L929 cells; viability rescue, % at 10 µM; L929 zVAD necroptosis rescue, ATP luminescence, 24 h; with zVAD 60 µM; actives 0.38% (n = 220,000); AID 1377;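 active = activation, scaled between plate controls, above about 75%, limit read from the data; inactive = activation under that limit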;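 note: 0% = zVAD with DMSO and 100% = DMSO alone without zVAD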
Cl transport mod – KCC2 (human) Cl- transport modulation. Q9H2X9. actives 2.2% (n = 190,000). B-score of Tl+ flux slope (higher = more flux/activation; lower = inhibition) at 10 µM. KCC2 cells, thallium flux FluoZin-2 fluorescence;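 active = thallium flux slope and its plate-corrected score both differing from the plate sample mean at a set confidence after two filtering rounds, in either direction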;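 note: slope of fluorescence scaled to starting intensity during 10 to 20 s after thallium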
Target sequence (Q9H2X9 whole entry, looked up): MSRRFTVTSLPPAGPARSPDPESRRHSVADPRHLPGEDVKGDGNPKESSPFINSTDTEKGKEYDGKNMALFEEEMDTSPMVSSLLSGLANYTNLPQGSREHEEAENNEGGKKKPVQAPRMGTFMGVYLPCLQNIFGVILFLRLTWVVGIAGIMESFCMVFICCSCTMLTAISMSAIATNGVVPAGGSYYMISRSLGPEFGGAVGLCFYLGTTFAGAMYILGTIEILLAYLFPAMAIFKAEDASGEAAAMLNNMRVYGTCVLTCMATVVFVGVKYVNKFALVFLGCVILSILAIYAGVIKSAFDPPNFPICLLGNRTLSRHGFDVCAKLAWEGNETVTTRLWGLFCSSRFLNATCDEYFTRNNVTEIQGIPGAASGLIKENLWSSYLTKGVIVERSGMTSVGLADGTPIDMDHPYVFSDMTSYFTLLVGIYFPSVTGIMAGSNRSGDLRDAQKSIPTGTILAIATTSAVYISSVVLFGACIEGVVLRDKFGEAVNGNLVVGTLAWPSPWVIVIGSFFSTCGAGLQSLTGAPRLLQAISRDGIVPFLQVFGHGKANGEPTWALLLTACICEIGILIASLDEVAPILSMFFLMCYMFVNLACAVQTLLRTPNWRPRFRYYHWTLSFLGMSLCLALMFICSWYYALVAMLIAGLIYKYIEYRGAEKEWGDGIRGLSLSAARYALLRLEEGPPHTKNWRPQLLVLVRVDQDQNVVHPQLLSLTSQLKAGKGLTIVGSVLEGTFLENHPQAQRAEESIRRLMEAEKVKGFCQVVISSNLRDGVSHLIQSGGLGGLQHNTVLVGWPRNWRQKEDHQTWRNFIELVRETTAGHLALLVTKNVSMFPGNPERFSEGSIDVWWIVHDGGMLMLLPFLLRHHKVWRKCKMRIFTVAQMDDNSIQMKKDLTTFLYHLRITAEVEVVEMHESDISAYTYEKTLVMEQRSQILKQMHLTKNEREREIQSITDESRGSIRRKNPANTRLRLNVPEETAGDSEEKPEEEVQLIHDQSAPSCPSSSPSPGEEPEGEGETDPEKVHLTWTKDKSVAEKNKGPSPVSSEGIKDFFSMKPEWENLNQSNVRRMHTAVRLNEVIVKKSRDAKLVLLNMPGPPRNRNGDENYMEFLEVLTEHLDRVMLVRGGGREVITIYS
FXIIa inh – factor XIIa (human) inhibition; inhibition, % at 5 µM; actives 0.3% (n = 220,000); AID 800; purified FXIIa, Boc-QGR-AMC fluorogenic substrate, 2 h; in the data active = inhibition above about 40%;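 note: 0% = enzyme with no compound and 100% = blank without enzyme; many of its hits are not listed in these tables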
Hck Nef HTS – blocks Nef-activated human Hck kinase; P08631; Recombinant Hck-YEEI plus Nef, Z-Lyte FRET kinase assay; inhibition, % at 20 µM; actives 0.68% (n = 220,000); AID 463187;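 active = Hck-Nef kinase inhibition above about 50%, limit read from the data; inactive = inhibition below that limit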;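 note: 0% = DMSO with Hck plus Nef and 100% = Hck alone without Nef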
thrombin 1536 – inhibitors of human thrombin. P00734. alpha-thrombin, Boc-VPR-AMC fluorogenic substrate cleavage. inhibition, % at 5 µM. actives 0.26% (n = 220,000);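 active = inhibition at or above 40%; inactive = inhibition below 40%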;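 note: 0% = enzyme with no compound and 100% = wells without enzyme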
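System – human alpha-thrombin protein · Reagent – Boc-VPR-AMC substrate, 15 µM final · Compound – 5 µM single dose in 0.2% DMSO · Schedule – reaction at room temperature · Technique – AMC fluorescence at 355 nm excitation and 460 nm emission · Read-out basis – % inhibition relative to enzyme controls and enzyme-free blanks · Control set – no-compound enzyme wells and no-enzyme blanks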
TNF death inh – TNF-alpha cell death inhibition in Jurkat FADD-/- cells. Jurkat FADD-/- TNF necroptosis rescue, ATP luminescence, 24 h; 0 = TNF only, 100 = no-TNF cells. activation (protection from cell death), % at 10 µM. actives 0.068% (n = 220,000). AID 463075;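 active = activation, meaning protection from cell death, of at least 50% relative to plate controls; inactive = activation below 50%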;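 note: necroptosis triggered by 40 ng/mL TNF-alpha added together with compound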
Starred values were filed as active, the others as inactive; . = not tested or not shown.

SMILES | FXIa inh 1536 | Rad51 HR inh | hK5 inh | zVAD death inh | Cl transport mod | FXIIa inh | Hck Nef HTS | thrombin 1536 | TNF death inh
CCC1CCCCN1C(=O)CSc1nc(C)cc(C)n1 (stereo not drawn) | -7 | 19 | -6 | 0.9 | 0.62 | -2 | 15 | -6 | 0.4
COc1ccccc1NS(=O)(=O)c1cccc(C(=O)N/N=C/c2c(C)nn(-c3ccccc3)c2N2CCCC2)c1 | 15 | 0 | 29 | -0.9 | -0.77 | 22 | 1 | 26 | 2.8
CC(=O)c1ccc(NC(=O)c2cc3nc4c(c(C(F)(F)F)n3n2)CCCC4)cc1 | 9 | . | -14 | -0.1 | -1.2 | 14 | 1 | -2 | -2.0
COc1ccc(C2CC(c3ccc(Br)cc3)=NN2C(=O)c2cccnc2)cc1 (stereo not drawn) | 6 | . | -29 | -0.3 | -0.26 | 5 | 0 | -7 | 2.5
N#Cc1nc(COc2cccc(Cl)c2)oc1N1CCN(c2ccccc2)CC1 | 11 | -1 | -6 | 0.3 | 0.25 | 29 | 2 | 7 | -5.7
CC(C)Cn1c(SCC(=O)Nc2cccc(S(N)(=O)=O)c2)nc2ccccc2c1=O | -7 | 2 | -7 | 1.1 | 5.7* | 0 | 11 | -10 | 2.0
COCCN1Cc2cccc(C(=O)Nc3c(C)cccc3C)c2C1=O | 0 | -4 | -1 | 0.5 | 0.00029 | 8 | 0 | 0 | -0.5
O=C(c1ccccc1)c1ccc2c(c1)OCCOCCOCCO2 | -5 | -7 | -1 | 0.2 | 0.39 | 1 | 10 | -7 | 1.0
Nc1nonc1C(=O)N/N=C/c1ccc(-c2cccc([N+](=O)[O-])c2)o1 | 10 | -4 | -6 | 0.6 | 0.21 | 14 | 5 | 5 | -5.1
CCOc1cc(C(=O)N2CCCC2)cc(OCC)c1OCC | 1 | 7 | -10 | . | 0.12 | 10 | 1 | -1 | 1.8
O=C(CNC(=O)c1cccs1)NCC(=O)OCc1ccccc1Br | 0 | 14 | -6 | -0.2 | 0.047 | 8 | -15 | 4 | 0.3
CC(=O)Oc1c(C(=O)c2nnc(C)o2)c(=O)n(C)c2ccccc12 | 5 | -9 | -15 | 1.1 | 0.087 | 14 | 4 | -10 | 0.0
Cc1cc(Nc2cccc(Cl)c2)nc(NCc2ccccc2)n1 | 0 | 8 | -13 | 0.5 | -0.054 | 0 | -5 | -3 | 3.2
CCn1c(SCC(=O)Nc2ccc(C(C)=O)cc2)nc2nc3c(cc2c1=O)CCCC3 | -9 | -2 | 2 | -1.0 | . | 1 | 8 | -2 | 0.4
O=C(Nc1ccccc1)O/N=C(\c1ccccc1)c1ccccn1 | -12 | -14 | -3 | 0.2 | -0.63 | 0 | 1 | -7 | -2.2
O=C(Cn1ncc2c1-c1ccccc1OC2)Nc1nc2ccccc2s1 | 5 | -2 | -4 | 2.3 | 0.59 | 13 | 1 | 0 | 0.7
O=C(c1ccc(F)cc1)N1C2CCC1CC(O)(c1ccccc1F)C2 (stereo not drawn) | -1 | -7 | -21 | 3.1 | . | 7 | 1 | 3 | -1.0
CN1CCC(NC(=O)NC2CCCCC2)CC1 | -2 | . | -3 | 0.9 | 0.18 | 3 | 17 | -8 | 2.5
COc1ccc(N2C(=S)NC3c4cc(Cl)ccc4OC2(C)C3C(=O)N(C)C)cc1 (stereo not drawn) | 0 | . | . | 0.6 | -1.3 | 6 | -3 | 4 | 0.4
CCCCCCNC(=O)CCCCCNS(=O)(=O)c1ccc(Br)cc1 | 0 | 6 | -2 | 3.9 | -0.97 | 10 | 21 | 15 | 1.2
COc1ccccc1NC(=O)CCSc1nnnn1C | 2 | . | 4 | -0.1 | 0.14 | -7 | 0 | -17 | -2.7
CCC(=O)Nc1ccc(NC(=S)NC(=O)c2cc3ccccc3o2)cc1 | 4 | . | -14 | 0.6 | 2 | 7 | 1 | -2 | 2.8
O=C(O/N=C(/c1ccccc1)c1ccncc1)c1cccc(F)c1 | 4 | -8 | 1 | 2.1 | -0.93 | 25 | -6 | 16 | -0.8
O=C(NS(=O)(=O)Oc1cccc(Cl)c1Cl)OC[C@@H]1CCCN2CCCCC12 (stereo partly drawn) | 16 | . | -5 | . | -0.75 | 22 | -10 | -4 | 0.9
NS(=O)(=O)c1ccc(NC(=O)/C=C/c2ccccc2[N+](=O)[O-])cc1 | 3 | 6 | -7 | 2.3 | 1.5 | 11 | 23 | -8 | 0.6
SMILES | FXIa inh 1536 | Rad51 HR inh | hK5 inh | zVAD death inh | Cl transport mod | FXIIa inh | Hck Nef HTS | thrombin 1536 | TNF death inh
CCC1CCC/C1=N\NC(=O)CCC(=O)Nc1ccccc1Cl (stereo not drawn) | -1 | 2 | -10 | 0.5 | 0.75 | -4 | 0 | -8 | 1.2
COc1ccc(C(=O)C2CCCN(Cc3ccc4nonc4c3)C2)cc1F (stereo not drawn) | -5 | -3 | -1 | 1.0 | -0.081 | 4 | 17 | -5 | 0.7
O=C(c1ccc(F)cc1)C(CCCCCC(CN1CCOCC1)C(=O)c1ccc(F)cc1)CN1CCOCC1 (stereo not drawn) | -5 | 3 | 5 | -0.3 | 0.48 | 5 | 2 | -6 | 2.5
Cc1cc(C)c(-c2noc(C(=O)OC(C)(C)C)c2C(=O)OC(C)(C)C)c(C)c1 | 14 | -11 | 4 | 0.1 | -0.4 | 26 | 1 | 3 | -2.7
CCOc1ccc(C(=O)NC(=S)Nc2ccccc2N2CCCCC2)cc1[N+](=O)[O-] | 3 | -2 | -25 | -0.1 | 1.7 | 10 | 4 | -3 | 1.2
Cc1ccc(S(=O)(=O)Oc2ccc(/C=C(/NC(=O)c3ccccc3)C(=O)NCCC(=O)O)cc2)cc1 | 1 | 0 | 0 | 1.7 | 2 | 6 | 3 | -4 | 0.7
CC(C)Cn1c(N)c(C(=O)COC(=O)c2cccnc2Cl)c(=O)n(C)c1=O | -8 | -1 | -7 | -1.1 | -0.35 | 3 | 16 | -23 | -0.8
O=C(CC1OC(=O)c2ccccc21)NC1CCCCC1 (stereo not drawn) | -4 | -3 | 2 | 1.7 | . | 2 | 0 | -3 | 0.4
COC(=O)C1=C(C)OC(N)=C(C#N)C1c1cc(OC)c(OCC(N)=O)cc1Cl (stereo not drawn) | 0 | 4 | -4 | 0.2 | 1.6 | 13 | -1 | 1 | -0.8
Cc1ccnc(N2C(=O)c3cccc4c([N+](=O)[O-])ccc(c34)C2=O)c1 | 4 | -19 | -20 | 24 | . | 8 | 7 | -4 | -14
Cc1nn(C)cc1/C=N/NC(=O)C1(O)c2ccccc2-c2ccccc21 | 0 | 4 | -10 | 1.4 | -0.011 | 14 | 0 | -9 | 1.5
O=C(Cn1cnnn1)Nc1cccc(S(=O)(=O)N2CCCCC2)c1 | -1 | -3 | 2 | 3.2 | 0.095 | 12 | 21 | -4 | -0.1
O=c1c2cc(N3CCOCC3)ccc2[nH]c(=S)n1CCN1CCCC1 | -6 | -2 | -7 | 1.4 | 0.14 | -12 | -6 | -12 | 0.2
Cc1ccc(Cl)cc1NC(=S)N(CCCN1CCOCC1)Cc1ccccn1 | 3 | -5 | -19 | -0.6 | 0.91 | 1 | 0 | -4 | 0.9
O=C(O)CSc1nnc(-c2cccs2)n1-c1ccc(Cl)cc1 | -7 | 2 | -5 | -0.1 | 0.036 | 3 | 7 | -4 | -0.1
CCCOc1ccc(-c2nc(N)n[nH]2)cc1 | 0 | 8 | -5 | 0.1 | 0.57 | 4 | 5 | -1 | 0.3
O=S1(=O)CCC(S(=O)(=O)N2CCCCCC2)C1 (stereo not drawn) | 8 | 5 | 8 | -0.2 | 1.4 | 13 | -1 | 0 | -1.1
CC(=O)Nn1c(C)nnc1-n1nc(C)cc1C | 2 | -8 | -12 | 3.5 | -0.16 | -8 | -2 | -5 | 0.8
Cn1c(=O)n(CC(=O)N2CCOCC2)c2ccccc21 | -3 | -1 | -1 | -0.3 | -0.032 | 0 | 4 | 0 | -1.0
COc1cccc(CN2CCNC(=O)C2CC(=O)NCCOc2cccnc2)c1OC (stereo not drawn) | -3 | 3 | -3 | 0.7 | -1 | 1 | 21 | -14 | 0.6
COC(=O)c1cc(CN2CCN(c3ccccc3C)CC2)ccc1O | -9 | . | -22 | 0.1 | . | 10 | 2 | -1 | 0.6
O=C(CCC(=O)Nc1ccccc1Cl)N/N=C/c1ccccc1 | 4 | 5 | -10 | 0.5 | 0.034 | 13 | 3 | -4 | 1.3
COc1ccc(OC)c2sc(N3CCN(c4ccccc4)CC3)nc12 | . | 4 | . | 5.1 | . | . | 2 | . | 0.8
O=[N+]([O-])c1ccccc1CSc1nc2ccccc2o1 | 2 | . | -13 | 0.4 | 0.82 | 7 | 5 | -3 | 0.8
CC(NC(=O)c1cccc(Cn2cc([N+](=O)[O-])cn2)c1)c1ccc(C(C)(C)C)cc1 (stereo not drawn) | -8 | 2 | -2 | 0.3 | 0.66 | -6 | 2 | -9 | 4.0

Three of the entries above in order of their number in FXIIa inh, smallest number first.
compound,FXIIa inh
CC(NC(=O)c1cccc(Cn2cc([N+](=O)[O-])cn2)c1)c1ccc(C(C)(C)C)cc1 (stereo not drawn),-6
Cc1ccc(Cl)cc1NC(=S)N(CCCN1CCOCC1)Cc1ccccn1,1
CC(C)Cn1c(N)c(C(=O)COC(=O)c2cccnc2Cl)c(=O)n(C)c1=O,3

(further entries)
SMILES | FXIa inh 1536 | Rad51 HR inh | hK5 inh | zVAD death inh | Cl transport mod | FXIIa inh | Hck Nef HTS | thrombin 1536 | TNF death inh
CC(=O)N1CCN(C(=O)CCc2nc3ccccc3c(=O)[nH]2)CC1 | -3 | . | 1 | -0.7 | 1.1 | 5 | -1 | 1 | -0.4
Cc1sc(C(C2C(=O)CC(C)(C)CC2=O)C2C(=O)CC(C)(C)CC2=O)cc1[N+](=O)[O-] | 1 | -3 | 1 | 2.5 | 0.005 | 9 | 20 | 3 | -2.3
COc1cc(OC)c(C(=O)OCC(=O)Nc2cc(C)on2)cc1OC | -5 | -4 | 5 | 1.9 | 1.4 | 2 | 0 | -6 | 0.8
Cc1ccc(OCC(=O)OCc2c(C)noc2C)cc1C | -16 | 5 | 4 | 1.0 | 1.2 | -3 | 13 | -5 | -0.6
CCCCCn1c(Sc2nc3ccccc3s2)nc2c1c(=O)[nH]c(=O)n2C | 2 | 2 | -10 | 0.4 | -0.24 | 14 | -1 | 3 | -4.2
CCN(CC)c1nc2ccccc2nc1C(C#N)C(=O)NCCCOC (stereo not drawn) | 3 | -5 | 3 | -0.6 | 0.58 | 16 | 5 | 2 | -7.3
CC(C)n1c(O)c(/C=C2\C=Nc3ccccc32)sc1=Nc1ccccc1 | 7 | 4 | 2 | 0.4 | 0.031 | -2 | 1 | -3 | 0.4

3 structures from above, ordered by count of non-hydrogen atoms, high to low:
SMILES | FXIa inh 1536 | Rad51 HR inh | hK5 inh | zVAD death inh | Cl transport mod | FXIIa inh | Hck Nef HTS | thrombin 1536 | TNF death inh
CCCCCn1c(Sc2nc3ccccc3s2)nc2c1c(=O)[nH]c(=O)n2C | 2 | 2 | -10 | 0.4 | -0.24 | 14 | -1 | 3 | -4.2
CC(C)n1c(O)c(/C=C2\C=Nc3ccccc32)sc1=Nc1ccccc1 | 7 | 4 | 2 | 0.4 | 0.031 | -2 | 1 | -3 | 0.4
Cc1ccc(OCC(=O)OCc2c(C)noc2C)cc1C | -16 | 5 | 4 | 1.0 | 1.2 | -3 | 13 | -5 | -0.6

An excerpt (hit frequency here may not be typical).
